SW480 rerep: DNA re-replication induction in SW480 cells. Potency, µM (top dose mostly 46.1 µM), for inactives: at the top dose re-replication activation, most hits filed as activators. hit rate 1.8% among 340,000. SW480 DNA re-replication, Hoechst DNA content imaging, 48 h; note: potency is the fitted concentration of half-maximal effect; % of control where 0% means no effect; nearly all actives have a fitted effect of over 55% in size
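250 cells/well; 23 nL cpd via pin tool; 48 hr, 37 C, 5% CO2; Hoechst 40 min; imager read of total nuclear intensity, ex 405/em 500-530 nm.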
HT1080 IDH1KD tx: kills HT-1080 cells with IDH1 knockdown. HT-1080 IDH1 knockdown viability, ATP luminescence, 48 h. Potency, µM (series often up to 46.1 µM), for inactives: at the highest dose activity, negative = toxicity, usual class: cytotoxic. hit rate 2% among 360,000. AID 686971;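 note: potency is the fitted concentration of half-maximal effect; 0% = DMSO wells and -100% = cell-free medium wells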
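CellTiter-Glo luminescence after 48 h compound exposure at 37 degrees C of IDH1-knockdown HT-1080 cells in 5% FBS RPMI. %Activity scaled between DMSO wells and cell-free media wells, with curves fitted and assigned curve classes.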
KB-3-1 cytotox: KB-3-1 parental cell cytotoxicity; KB-3-1 viability, CellTiter-Glo ATP luminescence, 72 h; Potency, µM (doses to about 46.1 µM), for the others: at the highest dose activity change, negative = cytotoxic, actives largely listed as cytotoxic; hit rate 1.4% among 400,000; note: potency is the fitted concentration of half-maximal effect; % is set by controls: 0 for no effect and ±100 for the full control effect; nearly all actives have a fitted effect of over 60% in size
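Luminescent ATP read-out (CellTiter-Glo) measures survival of drug-naive KB-3-1 cells after 72 h compound exposure at 37 °C. Titration series was screened from lowest to highest concentration, with DMSO vehicle plates as background controls.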
HT1080-NT tox: kills 2HG-producing HT-1080-NT fibrosarcoma cells | hit rate 1.6% among 360,000 | AID 686970 | HT-1080-NT fibrosarcoma viability, CellTiter-Glo ATP luminescence, 48 h | Potency, µM (highest dose often 46.1 µM), for the others: at the highest dose activity, negative = less viability, hits mostly cytotoxic;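 note: NT is the 2HG producing partner of a matched IDH1 knockdown line; potency is the fitted concentration of half-maximal effect; 0% = DMSO-treated cells and -100% = media-only wells without cells; nearly all actives have a fitted effect of over 55% in size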
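A 48-hour cytotoxicity screen used HT-1080-NT cells plated 2 hours before compound delivery. ATP-based CellTiter-Glo luminescence measured viability, normalized to DMSO and no-cell controls.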
IL1B secr inh: blocks inflammasome-driven IL-1 beta release; activity change, % at 57.5 µM; THP-1 LPS/ATP IL-1B secretion, AlphaLISA, 16 h; hits give low values; hit rate 4.7% among 360,000; in the data active = activity change below about -50%; inconclusive = mostly about -30% to -49%; note: % is set by controls: 0 for no effect and ±100 for the full control effect
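Secreted IL-1B measured by AlphaLISA bead assay after 16 h compound exposure of THP-1 cells; compounds (final up to 57.5 uM) added 1 h before LPS (250 ng/mL) and ATP (1.25 mM) stimulation; lower signal means less secretion.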
GLP-1R agonist: agonists of human GLP-1 receptor; hit rate 0.007% among 380,000; HEK293 GLP-1R CRE-luciferase, luminescence, 4-6 h; cells express a hypersensitive GLP-1R form; AID 624172; P43220; Potency, µM (doses to about 45.6 µM), without a hit: top-dose activation, actives largely listed as activators; note: potency is the fitted concentration of half-maximal effect; % of control where 0% means no effect
Target sequence (P43220 whole entry, looked up): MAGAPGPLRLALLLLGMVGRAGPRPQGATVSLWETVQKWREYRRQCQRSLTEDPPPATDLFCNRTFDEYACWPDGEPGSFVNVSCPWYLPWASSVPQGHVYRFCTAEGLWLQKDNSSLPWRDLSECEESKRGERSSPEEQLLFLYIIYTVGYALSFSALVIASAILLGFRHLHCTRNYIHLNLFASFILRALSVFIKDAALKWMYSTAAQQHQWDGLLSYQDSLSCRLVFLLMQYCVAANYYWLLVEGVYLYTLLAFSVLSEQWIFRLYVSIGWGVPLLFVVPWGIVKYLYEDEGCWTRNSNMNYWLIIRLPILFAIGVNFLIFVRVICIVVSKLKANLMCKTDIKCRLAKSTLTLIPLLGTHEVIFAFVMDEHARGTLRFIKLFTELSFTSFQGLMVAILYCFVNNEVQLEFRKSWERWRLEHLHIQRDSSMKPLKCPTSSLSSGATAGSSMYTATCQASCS
D3 ag: agonists of human D3 dopamine receptor. P35462. D3R DiscoveRx beta-arrestin cells, luminescence, 90 min. max activation, %. hit rate 0.58% among 410,000. AID 652048; in the data active = max activation above about 30%; note: 0% is about no effect; mostly tested at two doses, the higher about 12 µM
Target sequence (P35462 whole entry, looked up): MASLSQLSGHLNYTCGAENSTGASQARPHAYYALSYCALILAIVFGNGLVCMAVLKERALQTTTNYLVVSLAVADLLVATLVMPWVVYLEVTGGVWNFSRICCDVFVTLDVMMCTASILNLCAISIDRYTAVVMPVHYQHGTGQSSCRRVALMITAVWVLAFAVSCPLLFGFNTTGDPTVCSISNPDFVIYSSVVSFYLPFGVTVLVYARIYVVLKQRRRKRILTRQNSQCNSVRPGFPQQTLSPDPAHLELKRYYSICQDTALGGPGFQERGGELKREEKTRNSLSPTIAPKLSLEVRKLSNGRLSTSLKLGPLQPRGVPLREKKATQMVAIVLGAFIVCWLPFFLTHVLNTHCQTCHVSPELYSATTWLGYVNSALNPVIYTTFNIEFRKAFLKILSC
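Agonist mode: compounds and dopamine controls were applied to plated cells for 90 min at 37 degrees C after an overnight attachment at 1500 cells/well. Luminescent read-out followed 30 - 60 minutes at room temperature with DiscoveRx detection reagent.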
KB-V1 MDR tox: kills drug-selected multidrug resistant KB-V1 cells | KB-V1 MDR cells viability, CellTiter-Glo, 72 h | Potency, µM (titrated, usually from 46.1 µM), without a hit: at the top dose activity change, negative = cytotoxicity, hits mostly cytotoxic | hit rate 3.4% among 400,000 | AID 1347076; note: potency is the fitted concentration of half-maximal effect; % is set by controls: 0 for no effect and ±100 for the full control effect; nearly all actives have a fitted effect of over 60% in size
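Following 72 h at 37 degrees C with compound, KB-V1 cell viability was read by CellTiter-Glo luminescence, medium being phenol-red-free DMEM plus 10% FBS; concentration-response parameters came from normalized, curve-fitted qHTS data.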
DRD3 antagonist: blocks the human D3 dopamine receptor. P35462. hit rate 2.5% among 360,000. max response, negative = inhibition, %. D3R cells, DiscoveRx beta-arrestin luminescence, antagonist mode; hits give low values; in the data active = max response below about -50%; inconclusive = no clear call, values can overlap the other calls; note: % is set by controls: 0 for no effect and ±100 for the full control effect; mostly tested at two doses, the higher about 12 µM
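Cells plated overnight at 1500 cells/well, then exposed to library compounds with dopamine controls for 90 minutes at 37 degrees C. DiscoveRx reagent added for 30–60 minutes at room temperature; luminescence read, quantitative HTS format.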
The depositor's hits bear a star; i = inactive; u = inconclusive; x = no result given; [ ] = remark or other dose. Unless noted, calls come from the whole dose curve; as a rule, active = well fitted curve in the direction sought with a large enough effect; inconclusive = small, poorly fitted or top-dose-only effect, or another doubt; inactive = no such curve, though single readings can be large; an effect the other way counts as inactive or inconclusive.

[1] CCCc1cc(=O)[nH]c2nnc(SCC(=O)Nc3ccc(C(C)=O)cc3)n12
[2] COc1cc2cc(C(=O)N(C)Cc3ccccc3)[nH]c2cc1OC
[3] Cc1noc(C)c1S(=O)(=O)N1CCC(C(=O)N2CCN(c3cccc(C(F)(F)F)c3)CC2)CC1
[4] C=CCn1c(=N)n(CC(=O)c2ccc(Cl)cc2)c2ccccc21
[5] CC(C)CCNC(=O)CN(CC1CCCO1)C(=O)CCC(=O)Nc1ccccn1 (configuration not stated)
[6] Cc1ccc(/C=C/C(=O)Nc2ncc(C)s2)o1

entry no.	1	2	3	4	5	6
GLP-1R agonist	7%	-2%	-4%	7%	-6%	1%
KB-V1 MDR tox	10%	-1%	13%	-24%	-1%	u
KB-3-1 cytotox	0%	5%	6%	-18%	6%	1%
D3 ag	-10	-1	0	-9	-2	2
SW480 rerep	0%	-16%	x	20%	-7%	u
HT1080 IDH1KD tx	8%	7%	x	-28%	-1%[9.24 µM]	5%
HT1080-NT tox	9%	13%	x	-18%	13%	8%
DRD3 antagonist	13	-3	x	-14	-6	4
IL1B secr inh	13	26	x	-90*	8	19

Compound profiles (already shown). Order of values: GLP-1R agonist, KB-V1 MDR tox, KB-3-1 cytotox, D3 ag, SW480 rerep, HT1080 IDH1KD tx, HT1080-NT tox, DRD3 antagonist, IL1B secr inh
C=CCn1c(=N)n(CC(=O)c2ccc(Cl)cc2)c2ccccc21 across the screens: 7%, -24%, -18%, -9, 20%, -28%, -18%, -14, -90*
Cc1ccc(/C=C/C(=O)Nc2ncc(C)s2)o1 across the screens: 1%, u, 1%, 2, u, 5%, 8%, 4, 19

Further structures follow:
[7] O=C(Cc1coc2cc(O)ccc12)NNC(=O)c1ccc(Br)s1
[8] CN(C)c1ccc(NC(=O)/C=C/c2c(Cl)cccc2Cl)cc1
[9] CCc1ccc(NC(=O)CSc2nnc(CNC(=O)c3ccco3)o2)cc1
[10] O=C(c1ccc(Br)cc1)N(C1=NCCCCS1)c1ccccc1
[11] COc1ccc(NC(=O)N2CCC(NC(=O)c3ccco3)CC2)cc1
[12] O=C(COC(=O)c1ccccc1Br)NCCc1ccc(F)cc1

entry no.	7	8	9	10	11	12
GLP-1R agonist	9%	1%	9%	-18%	-1%	0%
KB-V1 MDR tox	-17%	13µM*	0%	-2%	16%	0%
KB-3-1 cytotox	19%	u	2%	-1%	-2%	0%
D3 ag	-10	-10	-4	4	-1	-18
SW480 rerep	-6%	6%	-7%	2%	-4%	-4%
HT1080 IDH1KD tx	-8%	u	3%	4%	0%	6%
HT1080-NT tox	-4%	u	-1%	18%	-2%	1%
DRD3 antagonist	u	-22	3	20	0	-15
IL1B secr inh	-23	-7	30	26	21	-8

[13] CCCCNC(=O)c1c(CSc2ccc(Cl)cc2)noc1C(=O)NCCC
[14] COc1ccc(Nc2nc3ccccc3n2C)cc1
[15] O=C(CN1C(=O)c2ccccc2C1=O)NCC1CCCO1 (configuration not stated)
[16] O=C(CSc1nnc(COc2ccc(Cl)cc2)o1)NC1CC2CCC1C2 (configuration not stated)
[17] Clc1ccccc1OCCn1cnc2ccccc21
[18] O=C(COc1cc(O)c2c(=O)cc(-c3ccccc3)oc2c1)c1cccc([N+](=O)[O-])c1

entry no.	13	14	15	16	17	18
GLP-1R agonist	5%	-1%	14%	8%	15%	-2%
KB-V1 MDR tox	26%	6%	0%	8%	21µM*	1%
KB-3-1 cytotox	0%	-3%	13%	5%	2%	9%
D3 ag	-22	3	-2	21	-6	5
SW480 rerep	6%	-5%	-7%	-10%	-5%	-5%
HT1080 IDH1KD tx	5%	-24%	2%	3%	3%	20%
HT1080-NT tox	-3%	5%	6%	0%	9%	3%
DRD3 antagonist	-1	-4	21	-16	6	3
IL1B secr inh	-10	-2	14	16	-21	6

[19] COc1ccc(C2=NOC(Cn3nc(C(=O)NCc4ccc(OC(F)(F)F)cc4)cc3-c3ccccc3)C2)cc1 (configuration not stated)
[20] COc1ccc(C(=O)NC(=S)Nc2cccc3cc(O)ccc23)cc1OC
[21] CCOc1cc2[nH]c(=O)n(Cc3ccc(C(=O)NCCCN4CCC(C)CC4)cc3)c(=O)c2cc1OCC
[22] CC(C)C[C@H](N)C(=O)N1CCC(C(=O)N[C@H](C(=O)NCc2ccc(F)cc2)C(C)C)CC1
[23] CS(=O)(=O)N(CC(=O)N1CCCCC1)Cc1ccccc1
[24] CNC(=O)c1c(NC(=O)c2ccco2)sc2c1CCC2

entry no.	19	20	21	22	23	24
GLP-1R agonist	-4%	18%	7%	-2%	1%	-2%
KB-V1 MDR tox	-5%	u	9%	-5%	-22%	1%
KB-3-1 cytotox	-3%	u	4%	0%	-1%	-2%
D3 ag	7	4	0	5	-14	-6
SW480 rerep	2%[9.22 µM]	-27%	u	u	8%[1.84 µM]	-5%
HT1080 IDH1KD tx	1%	3%	u	-4%	-2%	-12%
HT1080-NT tox	5%	0%	u	-3%	-6%	-5%
DRD3 antagonist	29	-2	-5	-3	0	-5
IL1B secr inh	u	i	18	-6	-4	-25

The list goes on; it opens with the 4 that closed the last part.
[21] CCOc1cc2[nH]c(=O)n(Cc3ccc(C(=O)NCCCN4CCC(C)CC4)cc3)c(=O)c2cc1OCC
[22] CC(C)C[C@H](N)C(=O)N1CCC(C(=O)N[C@H](C(=O)NCc2ccc(F)cc2)C(C)C)CC1
[23] CS(=O)(=O)N(CC(=O)N1CCCCC1)Cc1ccccc1
[24] CNC(=O)c1c(NC(=O)c2ccco2)sc2c1CCC2
[25] Cn1cc(CCC(=O)N2CCCC(N3CCN(c4ccccc4F)CC3)C2)cn1 (configuration not stated)
[26] Cc1ccc(NC(=S)/C(=C(\[O-])c2ccc(F)cc2)[n+]2ccccc2)cc1
[27] NC(=O)CSc1nnc(-c2ccccc2Br)n1-c1cccc(C(F)(F)F)c1
[28] CC(SCCc1ccccn1)C(=O)O (configuration not stated)
[29] COc1ccc([C@@H]2CC=C(C(=O)O)[C@H](c3ccc(Cl)cc3)N2S(=O)(=O)c2ccc(C)cc2)cc1OC
[30] COc1cccc(NC(=O)c2ccco2)c1

entry no.	21	22	23	24	25	26	27	28	29	30
GLP-1R agonist	7%	-2%	1%	-2%	4%	10%	0%	-5%	2%	10%
KB-V1 MDR tox	9%	-5%	-22%	1%	-3%	2%	0%	4%	18%	16%
KB-3-1 cytotox	4%	0%	-1%	-2%	14%	1%	-2%	-5%	4%	-2%
D3 ag	0	5	-14	-6	1	1	-17	2	-7	-2
SW480 rerep	u	u	8%[1.84 µM]	-5%	-21%	5%	-3%	-5%	0%	-1%
HT1080 IDH1KD tx	u	-4%	-2%	-12%	u	10%	-8%	11%	4%	0%
HT1080-NT tox	u	-3%	-6%	-5%	u	-1%	-7%	16%	-2%	7%
DRD3 antagonist	-5	-3	0	-5	-1	0	-19	9	9	-24
IL1B secr inh	18	-6	-4	-25	12	43	-7	-14	28	0

[31] COCc1cc(/C=N\NC(=O)Cc2ccc(Cl)cc2)ccc1OC
[32] CCC(C)(C)C1CCc2[nH]nc(C(=O)NCc3ccccn3)c2C1 (configuration not stated)
[33] COc1ccc(C(CC(=O)O)N2Cc3ccccc3C2=O)cc1OC (configuration not stated)
[34] CC(=O)c1cccc(NC(=O)N2CCCC2C(=O)Nc2c(C)cccc2C)c1 (configuration not stated)
[35] CC(C)CN(C(=O)COC(=O)CSc1ccccc1F)c1c(N)n(Cc2ccccc2)c(=O)[nH]c1=O
[36] COc1ccc(C(=S)N2CCOCC2)cc1OC(=O)c1ccc([N+](=O)[O-])cc1[N+](=O)[O-]

entry no.	31	32	33	34	35	36
GLP-1R agonist	6%	23%	-4%	1%	-8%	-6%
KB-V1 MDR tox	-2%	-41%	3%	29%	u	-4%
KB-3-1 cytotox	22%	-23%	5%	5%	0%	2%
D3 ag	-18	4	0	0	-4	3
SW480 rerep	0%	2%	-11%	14%	-5%	u
HT1080 IDH1KD tx	1%	3%	13%	12%	2%	u
HT1080-NT tox	2%	4%	9%	13%	-1%	-12%
DRD3 antagonist	-17	17	12	5	-7	-9
IL1B secr inh	9	15	8	8	15	-20

[37] CCCN(CCC)c1nc2c(C)cccn2c(=O)c1/C=C1/SC(=S)N(Cc2ccco2)C1=O
[38] O=C(COC(=O)CCc1ccccc1)Nc1ccccc1OC(F)F
[39] CC(C)[C@H](NC(=O)c1ccco1)C(=O)OCC(=O)N1CCc2ccccc21
[40] CC(=O)Nc1ccc(S(=O)(=O)NCCC(=O)NCCc2ccc(F)cc2)cc1
[41] COc1ccccc1C(=O)NNC(=O)c1cccc(Cl)c1
[42] CN(CCc1ccccc1)C(=O)c1cccc(NC(=O)Cc2cccc(NC(=O)C3CCCN(C(=O)C4CCCCC4)C3)c2)c1 (configuration not stated)
[43] COc1ccc(CCNC(=O)c2ccc(CN3CCC(Cc4ccccc4)CC3)cc2)cc1

entry no.	37	38	39	40	41	42	43
GLP-1R agonist	18%	4%	0%	2%	-6%	-1%	2%
KB-V1 MDR tox	-26%	12%	0%	21%	-9%	14%	9.2µM*
KB-3-1 cytotox	-7%	-8%	-3%	3%	-12%	-23%	-4%
D3 ag	-5	12	7	4	-5	5	-9
SW480 rerep	u	0%	-1%	-2%	3%	3%	-11%
HT1080 IDH1KD tx	-8%	9%	8%	-5%	0%	2%	-2%
HT1080-NT tox	-5%	12%	7%	-1%	0%	-2%	-1%
DRD3 antagonist	u	4	24	12	-13	0	-17
IL1B secr inh	9	-4	-1	26	5	-2	5
